STEP inh: blocks human striatal-enriched tyrosine phosphatase. actives 0.25% (n = 360,000). inhibition, % at 20 µM. P54829. recombinant STEP, OMFP fluorogenic substrate, fluorescence. AID 588621;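 active = inhibition at 20 µM, scaled per plate between control wells, above about 37%, limit read from the data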;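 also: 0% = DMSO with enzyme and substrate and 100% = substrate only without enzyme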
Target sequence (P54829 whole entry, looked up): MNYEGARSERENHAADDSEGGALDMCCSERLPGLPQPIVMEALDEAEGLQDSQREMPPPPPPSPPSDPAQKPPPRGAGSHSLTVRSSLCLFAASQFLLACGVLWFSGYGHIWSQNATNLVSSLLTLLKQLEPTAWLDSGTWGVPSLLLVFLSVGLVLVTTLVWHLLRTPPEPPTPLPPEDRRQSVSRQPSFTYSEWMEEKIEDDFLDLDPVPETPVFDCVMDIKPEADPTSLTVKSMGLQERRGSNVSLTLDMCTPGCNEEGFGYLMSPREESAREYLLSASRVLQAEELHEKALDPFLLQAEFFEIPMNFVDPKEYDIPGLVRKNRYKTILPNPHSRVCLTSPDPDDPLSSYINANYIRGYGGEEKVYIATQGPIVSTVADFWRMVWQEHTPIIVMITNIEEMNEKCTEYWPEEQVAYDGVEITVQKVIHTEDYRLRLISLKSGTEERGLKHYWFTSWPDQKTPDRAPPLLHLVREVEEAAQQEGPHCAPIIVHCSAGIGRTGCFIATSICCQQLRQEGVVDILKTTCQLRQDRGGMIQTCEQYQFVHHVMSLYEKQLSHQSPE
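System: isolated STEP enzyme; schedule: 20 min enzyme reaction at room temperature, protected from light; medium: Bis-Tris buffer pH 6.0, 2.5 mM DTT, 0.005% Tween 20; signal: fluorescence, 480/540 nm; dosing: single compound dose of 20 µM, 1% DMSO final; also added: OMFP substrate, 25 µM final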
Scp1 inh: Scp-1 (human) phosphatase inhibition | Recombinant Scp1, phosphopeptide, malachite green phosphate absorbance | Q9GZU7 | inhibition, % at 20 µM | actives 0.88% (n = 340,000);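 active = inhibition above about 50% at 20 µM, limit read from the data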;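 also: plate controls were DMSO wells with enzyme for no effect and wells lacking enzyme for full effect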
Target sequence (Q9GZU7 76-261 limits assumed): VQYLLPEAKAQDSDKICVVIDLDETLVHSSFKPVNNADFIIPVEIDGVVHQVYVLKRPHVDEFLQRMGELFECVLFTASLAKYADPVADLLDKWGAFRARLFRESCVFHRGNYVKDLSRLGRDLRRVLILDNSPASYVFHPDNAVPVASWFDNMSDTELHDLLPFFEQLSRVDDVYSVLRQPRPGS
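Incubation: 45 min enzyme reaction at room temperature / System: truncated SCP-1 phosphatase (76-261aa) / Reagent: Phospho 17-mer peptide substrate / Buffer or medium: Acidic Tris acetate buffer with magnesium and detergent / Signal: absorbance at 630 nm / Doses: one concentration, 20 µM, with 1.0% DMSO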
Rpn11 inh: inhibitors of human proteasome Rpn11; human 26S proteasome, Ub4-pepOG fluorescence polarization; 20S core pre-blocked with epoxomicin; O00487; AID 588493; calls only at 20 µM; actives 0.59% (n = 360,000);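 active = inhibition at 20 µM, scaled to each plate's controls, above about 33%, limit read from the data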
NadD inh: NadD (S. aureus) enzyme inhibition | inhibition, % at 20 µM | purified NadD enzyme, colorimetric absorbance read-out | actives 0.78% (n = 360,000); in the data active = inhibition above about 26%; also: some compounds past the cut are filed as inactive
LMPTP inh: LMPTP (human) inhibition | P24666 | actives 0.22% (n = 360,000) | AID 651560 | inhibition, % at 20 µM | recombinant LMPTP-A, OMFP fluorogenic substrate, fluorescence intensity;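 active = compounds that cut the enzyme signal by at least half of the control window in the single-dose screen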;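 also: plate controls were DMSO wells with enzyme plus substrate for no effect and substrate without enzyme for full effect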
Target sequence (P24666 whole entry, looked up): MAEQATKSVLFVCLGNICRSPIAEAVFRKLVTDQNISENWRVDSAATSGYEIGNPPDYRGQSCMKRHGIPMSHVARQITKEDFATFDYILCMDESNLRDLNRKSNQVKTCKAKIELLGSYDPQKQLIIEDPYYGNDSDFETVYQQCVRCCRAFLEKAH
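Buffer or medium: Bis-Tris pH 6.0, DTT, detergent; Assay system: LMPTP-A enzyme; Quantity: 0.625 nM enzyme; Detection: endpoint fluorescence intensity; Times: 50 min dark incubation at room temperature; Controls: substrate-only low control, DMSO enzyme-plus-substrate high control; Doses: single 20 µM dose; Read-out: percent inhibition versus substrate-only and uninhibited controls; Reagent: 400 µM OMFP.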
SUMO1-SIM PPI: modulators of human SUMO1-mediated protein-protein interactions | AID 602429 | SUMO1 binding to a labelled peptide, TR-FRET, 1 h | P63165 | actives 0.33% (n = 360,000) | inhibition, % at 20 µM; in the data active = inhibition above about 37%
Target sequence (P63165 whole entry, looked up): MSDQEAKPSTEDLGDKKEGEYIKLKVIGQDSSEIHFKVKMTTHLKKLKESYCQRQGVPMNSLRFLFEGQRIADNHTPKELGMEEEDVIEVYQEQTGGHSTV
Rin1 Abl inh: inhibitors of human Rin1-Abl protein interaction; P00519+Q13671; TR-FRET Rin1/Abl binding, biochemical; inhibition, % at 7.35 µM; actives 0.4% (n = 360,000); AID 588664; in the data active = inhibition above about 5%, passing the limit was not always enough
DNMT1 inh: DNMT1 (human) enzyme inhibition | P26358 | DNMT1 molecular beacon, Hinp1I cleavage, fluorescence | inhibition (reported as % activation of signal), % at 10 µM | actives 0.83% (n = 360,000); in the data active = inhibition above about 50%
Neddylation inh: blocks human cullin neddylation; P61081+Q13564; TR-FRET cullin neddylation, biochemical; calls only at 25 µM; actives 0.58% (n = 360,000); in the data active = inhibition above about 36%
CSN inh: inhibitors of human CSN-mediated cullin deneddylation. inhibition, % at 12.5 µM. AID 651999. actives 0.38% (n = 360,000). Purified CSN, SCF-Nedd8-OG deneddylation, fluorescence polarization. Q92905;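 active = pattern-corrected inhibition above about 35%, with an unprinted fluorescence ratio check between 0.5 and 1.5, limit read from the data, passing the limit was not always enough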;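 also: 0% = enzyme with substrate and 100% = substrate without enzyme; some results filed as inactive read as strong as hits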
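Assay system: Purified human Csn5 enzyme expressed in HEK293T cells | Amount: Enzyme 0.24 nM | Measured by: Fluorescence polarization readout | Medium: Tris/NaCl/DTT buffer, pH 7.5 | Compound dosing: One concentration, 12.5 µM, 0.25% DMSO | Times: 90 min incubation of compound, enzyme and substrate at room temperature | Control set: no-enzyme wells high, enzyme-with-substrate wells low | Read-out: % inhibition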
The depositor's hits bear a star. Compounds as they come. Share with any hit: about 3.8%.

How did CCCCCNC1=CC(=O)CC(c2ccccc2)C1 (stereo not drawn) do in these assays?
STEP inh: 0.1; Scp1 inh: -7.3; Rpn11 inh: inactive; NadD inh: 7.1; LMPTP inh: -1.4; SUMO1-SIM PPI: -2.1; Rin1 Abl inh: 1.2; DNMT1 inh: 1.4; Neddylation inh: inactive; CSN inh: 1.8

What do the screens show for `CC(=O)c1ccc(N2CCN(CC(=O)Nc3cc(C)on3)CC2)cc1`?
STEP inh: -6.1; Scp1 inh: -4.0; Rpn11 inh: inactive; NadD inh: -8.4; LMPTP inh: -0.7; SUMO1-SIM PPI: -1.1; Rin1 Abl inh: -1.7; DNMT1 inh: -0.9; Neddylation inh: inactive; CSN inh: 1.9

How did Cc1ccc(-c2cc(-c3ccccc3)nc(N/N=C/c3cccnc3)n2)cc1 do in these assays?
STEP inh: 1.1; Scp1 inh: 6.0; Rpn11 inh: inactive; NadD inh: 12.1; LMPTP inh: 2.4; SUMO1-SIM PPI: -7.8; Rin1 Abl inh: 0.5; DNMT1 inh: -3.6; Neddylation inh: inactive; CSN inh: 1.6

What do the screens show for `CCOC(=O)c1csc(NC(=O)CN2CCCCC2)n1`?
STEP inh: -3.4; Scp1 inh: -7.5; Rpn11 inh: inactive; NadD inh: -3.2; LMPTP inh: -0.6; SUMO1-SIM PPI: 2.8; Rin1 Abl inh: -0.4; DNMT1 inh: 1.1; Neddylation inh: inactive; CSN inh: -2.4

What do the screens show for `O=C(Cn1cnc2cc([N+](=O)[O-])ccc2c1=O)Nc1ccc2c(c1)CCC2`?
STEP inh: -2.8; Scp1 inh: -13.1; Rpn11 inh: inactive; NadD inh: 10.4; LMPTP inh: -4.2; SUMO1-SIM PPI: -15.6; Rin1 Abl inh: -1.6; DNMT1 inh: -0.7; Neddylation inh: inactive; CSN inh: -1.0

How did Cc1nn(-c2ccccc2)c2c1c(C)c(CCC(=O)N1CCOCC1)c(=O)n2C do in these assays?
STEP inh: 2.3; Scp1 inh: 7.4; Rpn11 inh: inactive; NadD inh: -0.6; LMPTP inh: 0.4; SUMO1-SIM PPI: 9.2; Rin1 Abl inh: 7.8; DNMT1 inh: -0.2; CSN inh: -5.0

How did CCOC(=O)c1cnn(-c2ncnc3sc4c(c23)CCC4)c1N do in these assays?
STEP inh: 0.1; Scp1 inh: -1.0; Rpn11 inh: inactive; NadD inh: 1.3; LMPTP inh: 0.4; SUMO1-SIM PPI: -3.5; Rin1 Abl inh: 2.9; DNMT1 inh: 8.4; Neddylation inh: inactive; CSN inh: -3.5

What do the screens show for `Cn1c(C(=O)OC(C(=O)NC(C)(C)C)c2cccnc2)cc2sccc21` (stereo not drawn)?
STEP inh: -3.8; Scp1 inh: -6.2; Rpn11 inh: inactive; NadD inh: -10.1; LMPTP inh: 1.0; SUMO1-SIM PPI: -2.0; Rin1 Abl inh: -1.5; DNMT1 inh: 3.8; Neddylation inh: inactive; CSN inh: -6.7

How did COc1ccc2[nH]c3c(NCCC4=CCCCC4)ncnc3c2c1 do in these assays?
STEP inh: 10.7; Scp1 inh: -1.0; Rpn11 inh: inactive; NadD inh: 2.7; LMPTP inh: 2.1; SUMO1-SIM PPI: 14.8; Rin1 Abl inh: -1.4; DNMT1 inh: -1.1; CSN inh: -0.7

Results for S=C(NCCNC(=S)Nc1ccccc1Cl)Nc1ccccc1Cl ?
STEP inh: 0.2; Scp1 inh: -5.7; Rpn11 inh: inactive; NadD inh: -2.5; LMPTP inh: 0.1; SUMO1-SIM PPI: 3.3; Rin1 Abl inh: -1.0; DNMT1 inh: 0.6; Neddylation inh: inactive; CSN inh: -0.9

Results for O=C(O)C1c2ccccc2Cc2ccccc21 ?
STEP inh: 2.7; Rpn11 inh: inactive; NadD inh: 1.2; LMPTP inh: -2.0; SUMO1-SIM PPI: -12.3; Rin1 Abl inh: -2.3; DNMT1 inh: -1.1; Neddylation inh: inactive; CSN inh: 4.2

How did CCOC(=O)C1CCN(C(=O)c2cccc(S(=O)(=O)Nc3ccc(C)cc3C)c2)CC1 do in these assays?
STEP inh: -2.0; Scp1 inh: 5.5; Rpn11 inh: inactive; NadD inh: -0.7; LMPTP inh: 3.0; SUMO1-SIM PPI: 1.5; Rin1 Abl inh: 1.5; DNMT1 inh: 3.2; Neddylation inh: inactive; CSN inh: -4.5

How did COc1cc2cc(CCCOC(=O)c3cccc(Br)c3)oc(=O)c2cc1OC do in these assays?
STEP inh: 0.8; Scp1 inh: -5.8; Rpn11 inh: inactive; NadD inh: -6.5; LMPTP inh: 1.8; SUMO1-SIM PPI: 0.0; Rin1 Abl inh: -0.5; DNMT1 inh: 43.9; Neddylation inh: inactive; CSN inh: 1.8

How did COC(=O)c1c(C)[nH]c(C)c1C(C)=O do in these assays?
STEP inh: 0.7; Scp1 inh: 5.0; Rpn11 inh: inactive; NadD inh: 5.0; LMPTP inh: 0.1; SUMO1-SIM PPI: 5.2; Rin1 Abl inh: 4.6; DNMT1 inh: 4.4; Neddylation inh: inactive; CSN inh: -3.3

Results for Cc1ccc(CNC(=O)Cc2ccc(-n3cccc3)cc2)cc1 ?
STEP inh: -1.4; Scp1 inh: -2.4; Rpn11 inh: inactive; NadD inh: 6.2; LMPTP inh: -0.1; SUMO1-SIM PPI: -2.7; Rin1 Abl inh: -3.7; DNMT1 inh: 17.6; Neddylation inh: inactive; CSN inh: -1.1

How did Cc1cccc(NCc2nc3ccccc3n2C)c1 do in these assays?
STEP inh: -1.1; Scp1 inh: -7.7; Rpn11 inh: inactive; NadD inh: 1.0; LMPTP inh: -0.5; SUMO1-SIM PPI: 2.4; Rin1 Abl inh: 2.3; DNMT1 inh: -2.1; Neddylation inh: inactive; CSN inh: 2.7

Results for Cn1c(/C=C/c2ccccc2)nc2ccccc2c1=O ?
STEP inh: 1.5; Scp1 inh: -2.5; Rpn11 inh: inactive; NadD inh: -5.8; LMPTP inh: -0.9; SUMO1-SIM PPI: -21.5; Rin1 Abl inh: 0.9; DNMT1 inh: 5.6; Neddylation inh: inactive; CSN inh: 0.9

Results for Cc1nc(SCc2cccc(Oc3ccccc3)c2)n[nH]1 ?
STEP inh: -2.4; Scp1 inh: 1.1; Rpn11 inh: inactive; NadD inh: -0.3; LMPTP inh: 0.1; SUMO1-SIM PPI: -4.0; Rin1 Abl inh: 3.2; DNMT1 inh: 5.8; Neddylation inh: inactive; CSN inh: 0.1

What do the screens show for `CCC(=O)Nc1c2c(nn1-c1cccc(Cl)c1)CSC2`?
STEP inh: -0.9; Scp1 inh: -9.8; Rpn11 inh: inactive; NadD inh: 7.5; LMPTP inh: 0.5; SUMO1-SIM PPI: 7.8; Rin1 Abl inh: 3.4; DNMT1 inh: 3.8; Neddylation inh: inactive; CSN inh: -2.7

Results for CCCC1Cc2nc(N3CCCCC3)c(C#N)cc2CO1 (stereo not drawn) ?
STEP inh: 4.8; Scp1 inh: -8.7; Rpn11 inh: inactive; NadD inh: 1.4; LMPTP inh: 2.2; SUMO1-SIM PPI: 0.6; Rin1 Abl inh: 1.0; DNMT1 inh: 1.9; CSN inh: -0.5

Nothing new here: 2 of the compounds above.
What do the screens show for `CCC(=O)Nc1c2c(nn1-c1cccc(Cl)c1)CSC2`?
STEP inh: -0.9; Scp1 inh: -9.8; Rpn11 inh: inactive; NadD inh: 7.5; LMPTP inh: 0.5; SUMO1-SIM PPI: 7.8; Rin1 Abl inh: 3.4; DNMT1 inh: 3.8; Neddylation inh: inactive; CSN inh: -2.7

Results for CCCC1Cc2nc(N3CCCCC3)c(C#N)cc2CO1 (stereo not drawn) ?
STEP inh: 4.8; Scp1 inh: -8.7; Rpn11 inh: inactive; NadD inh: 1.4; LMPTP inh: 2.2; SUMO1-SIM PPI: 0.6; Rin1 Abl inh: 1.0; DNMT1 inh: 1.9; CSN inh: -0.5

Next part
Results for Cc1nc(-c2nc(-c3c(C(=O)NN)noc3C)cs2)cs1 ?
STEP inh: 4.5; Scp1 inh: -0.8; Rpn11 inh: inactive; NadD inh: 1.2; LMPTP inh: -1.7; SUMO1-SIM PPI: 2.6; Rin1 Abl inh: -4.6; DNMT1 inh: 1.1; Neddylation inh: inactive; CSN inh: -0.2

What do the screens show for `COCCCn1cc(C(=O)c2cc(Br)ccc2O)cc(C#N)c1=O`?
STEP inh: -0.8; Scp1 inh: -4.1; Rpn11 inh: inactive; NadD inh: -6.9; LMPTP inh: 0.7; SUMO1-SIM PPI: 1.5; Rin1 Abl inh: 1.5; DNMT1 inh: -0.6; Neddylation inh: inactive; CSN inh: 5.6

What do the screens show for `N#CCc1nn(-c2ccccc2)c(N)c1C#N`?
STEP inh: 1.5; Scp1 inh: -10.1; Rpn11 inh: inactive; NadD inh: 2.3; LMPTP inh: -1.7; SUMO1-SIM PPI: 1.0; Rin1 Abl inh: 1.3; DNMT1 inh: 0.0; Neddylation inh: inactive; CSN inh: -3.4

How did COc1ccccc1-c1nnc(SCC(=O)Nc2ccccc2)o1 do in these assays?
STEP inh: 0.4; Scp1 inh: -9.0; Rpn11 inh: inactive; NadD inh: 0.2; LMPTP inh: -0.7; SUMO1-SIM PPI: -1.6; Rin1 Abl inh: 0.7; DNMT1 inh: 2.3; Neddylation inh: inactive; CSN inh: -7.1

Results for CCOC(=O)C(=CNc1cc(C)ccn1)C(=O)OCC ?
STEP inh: -52.3; Scp1 inh: -2.4; Rpn11 inh: inactive; NadD inh: -4.5; LMPTP inh: -1.0; SUMO1-SIM PPI: -0.1; Rin1 Abl inh: -0.6; DNMT1 inh: 4.3; Neddylation inh: inactive; CSN inh: -13.2

What do the screens show for `O=C(NC1CCCC1)c1csc2c1CCCC2`?
STEP inh: -1.7; Scp1 inh: -8.4; Rpn11 inh: inactive; NadD inh: -7.2; LMPTP inh: -1.0; SUMO1-SIM PPI: 2.2; Rin1 Abl inh: 2.9; DNMT1 inh: 3.4; Neddylation inh: inactive; CSN inh: 4.3

What do the screens show for `COC(=O)C1=C(CS(=O)(=O)c2ccccc2)NC(=O)NC1c1ccc(O)cc1` (stereo not drawn)?
STEP inh: -1.6; Scp1 inh: 4.0; Rpn11 inh: inactive; NadD inh: -6.1; LMPTP inh: -0.8; SUMO1-SIM PPI: -1.3; Rin1 Abl inh: 3.7; DNMT1 inh: 0.8; Neddylation inh: inactive; CSN inh: -1.0

Results for COc1cccc(NC(=O)N2CCCC2C(=O)NC2CCCCC2)c1 (stereo not drawn) ?
STEP inh: -0.5; Scp1 inh: -5.5; Rpn11 inh: inactive; NadD inh: 8.1; LMPTP inh: -0.8; SUMO1-SIM PPI: 2.4; Rin1 Abl inh: 2.4; DNMT1 inh: 0.5; Neddylation inh: inactive; CSN inh: -0.7

What do the screens show for `O=S(=O)(NCC1CCCO1)c1ccc(Cl)nc1` (stereo not drawn)?
STEP inh: 5.3; Scp1 inh: -12.6; Rpn11 inh: inactive; NadD inh: -7.1; LMPTP inh: -1.6; SUMO1-SIM PPI: -3.7; Rin1 Abl inh: 2.0; DNMT1 inh: 1.6; Neddylation inh: inactive; CSN inh: -0.6

High-throughput results as filed in PubChem BioAssay.
